M1 PAM: positive allosteric modulators of human M1 muscarinic receptor; P11229; CHO-K1 hM1, Fluo-8 calcium fluorescence, ACh EC20; 0% = ACh EC20, 100% = maximal ACh; activation, % at 3 µM; 360,000 tested, 0.088% active; AID 588819; in the data active = activation above about 19%, passing the limit was not always enough
Target sequence (P11229 whole entry, looked up): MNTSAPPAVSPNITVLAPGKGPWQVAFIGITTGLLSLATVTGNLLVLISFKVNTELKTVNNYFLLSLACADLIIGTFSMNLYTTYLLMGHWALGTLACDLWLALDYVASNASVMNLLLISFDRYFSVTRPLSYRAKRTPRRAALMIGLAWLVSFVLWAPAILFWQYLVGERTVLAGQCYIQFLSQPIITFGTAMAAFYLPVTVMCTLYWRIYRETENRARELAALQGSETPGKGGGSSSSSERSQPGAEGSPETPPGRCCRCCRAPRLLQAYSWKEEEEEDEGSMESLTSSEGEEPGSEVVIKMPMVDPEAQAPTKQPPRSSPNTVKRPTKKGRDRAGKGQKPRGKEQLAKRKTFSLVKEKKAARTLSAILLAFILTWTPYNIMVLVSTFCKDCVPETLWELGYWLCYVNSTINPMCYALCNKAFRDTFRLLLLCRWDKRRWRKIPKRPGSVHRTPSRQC
CHRM5 PAM: positive allosteric modulators of human muscarinic M5 receptor | 360,000 tested, 0.3% active | AID 624038 | activation, % at 3 µM | CHO-K1 hM5, Fluo-8 calcium, ACh EC20 PAM; 0% = ACh EC20, 100% = ACh EC100;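 active = activation above the run cutoff, the mean activation of all test compounds plus 3 SD, cut at about 18% in these data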
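Test system: CHO-K1 hM5 cells / Doses: single-point, 3 µM nominal / Times: Post-acetylcholine fluorescence recording 140 s / Technique: Fluo-8 calcium fluorescence / Measure: Max/basal fluorescence ratio as % of EC20–EC100 ACh window / Benchmarks: low control EC20 acetylcholine (0%), high control EC100 acetylcholine (100%) / Replicates: one well per compound, no replicates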
CRFBP-R2 block: blocks CRF-induced signaling of the CRF-BP/CRF-R2 complex; HEK293 CRF-R2/CRF-BP, CRF-induced calcium fluorescence; inhibition, % at 11.8 µM; 350,000 tested, 0.59% active; AID 588475;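 active = inhibition of the ligand-induced calcium signal above about 50% at the single tested concentration, limit read from the data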
CHRM4 antagonist: CHRM4 antagonism in calcium assay | P08173 | 360,000 tested, 0.73% active | inhibition, % at 3 µM | CHO-hM4 cells, ACh EC80, Fluo-8 calcium fluorescence | AID 624125;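 active = inhibition above its plate's cutoff, the mean inhibition of sample wells plus 3 SD, cut at about 27% in these data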;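 also: 0% = acetylcholine EC80 with DMSO and 100% = DMSO without agonist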
Target sequence (P08173 whole entry, looked up): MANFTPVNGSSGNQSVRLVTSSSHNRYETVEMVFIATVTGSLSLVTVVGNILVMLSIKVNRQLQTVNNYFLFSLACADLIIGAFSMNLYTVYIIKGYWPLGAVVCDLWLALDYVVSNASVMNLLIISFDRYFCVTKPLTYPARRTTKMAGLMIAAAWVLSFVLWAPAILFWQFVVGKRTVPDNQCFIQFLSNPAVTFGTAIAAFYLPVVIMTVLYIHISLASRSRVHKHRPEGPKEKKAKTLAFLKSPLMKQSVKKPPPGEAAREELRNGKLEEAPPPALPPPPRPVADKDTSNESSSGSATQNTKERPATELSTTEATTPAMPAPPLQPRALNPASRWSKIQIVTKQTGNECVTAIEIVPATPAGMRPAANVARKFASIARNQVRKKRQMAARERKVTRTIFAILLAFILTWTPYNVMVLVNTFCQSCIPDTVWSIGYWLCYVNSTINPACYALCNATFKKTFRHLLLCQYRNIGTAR
M4 ag: agonists of human muscarinic M4 receptor (CHRM4); P08173; CHO-K1 hM4/Gqi5, Fluo-8 calcium fluorescence; vehicle 0%, full acetylcholine response 100%; activation, % at 3 µM; 360,000 tested, 0.14% active; AID 624127;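 active = activation above the run mean over all test wells plus 3 SD, cut at about 32% in these data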;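 also: peak over basal fluorescence ratio per well then scaled between controls; 0% = DMSO wells and 100% = acetylcholine at EC100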
CHRM5 antagonist: blocks acetylcholine activation of human M5 receptor | P08912 | inhibition, % at 3 µM | AID 624040 | 360,000 tested, 0.59% active | CHO-hM5 cells, Fluo-8 calcium fluorescence, ACh EC80;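 active = inhibition above a per-plate cutoff, the mean of that plate's test compounds plus 3 SD, cut at about 27% in these data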;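 also: 0% = acetylcholine EC80 with DMSO and 100% = DMSO without agonist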
CRFR2-BP ag: CRF-BP/CRF-R2 complex agonism. HEK293 CRF-R2/CRF-BP, calcium dye fluorescence (FLIPR); percent of saturating CRF peptide response. AID 588473. 350,000 tested, 0.46% active. activation, % at 13.2 µM;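 active = activation of at least 50%, plus an integration ratio under a set limit after plate pattern correction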;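 also: plate controls were neutral control wells without compound for no effect and CRF at EC100 for full effect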
CHRM4 PAM: CHRM4 positive allosteric modulation. P08173. 360,000 tested, 0.4% active. CHO-K1 hM4/Gqi5, Fluo-8 calcium fluorescence, ACh EC20; 0% = ACh EC20, 100% = maximal ACh. activation, % at 3 µM. AID 624126;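 active = activation above its plate's cutoff, the mean activation of sample wells plus 3 SD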; also: some results filed as inactive read as strong as hits
M5 ag: CHRM5 agonism in calcium assay; AID 624037; P08912; CHO-K1 hM5 cells, Fluo-8 calcium fluorescence; 0% DMSO wells, 100% maximal acetylcholine response; 360,000 tested, 0.19% active; activation, % at 3 µM;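 active = activation above the run's mean over test compounds plus 3 SD, cut at about 23% in these data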;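 also: signal is peak over basal fluorescence ratio across the kinetic read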
Numbers without * were called inactive; . = no result given.

SMILES	M1 PAM	CHRM5 PAM	CRFBP-R2 block	CHRM4 antagonist	M4 ag	CHRM5 antagonist	CRFR2-BP ag	CHRM4 PAM	M5 ag
Cc1cc(NC(=O)CCC(=O)N2CCC3(CC2)OCCO3)no1	4	-5	14	-9	0	-8	3.3	0	0
Cn1c(O)c(C=NCCN2CCN(C(=O)c3ccccc3)CC2)c(=O)n(C)c1=O	5	-1	-4	-9	0	0	0.7	1	-3
CN1CCN(c2nc(N)cc(=O)[nH]2)CC1	4	-3	-1	3	0	6	-1.4	-4	-2
CC(C)NC(=O)Cn1cc(C(=O)c2ccccc2)c2ccccc21	8	-2	3	0	1	3	-1.0	7	1
N#Cc1c(/N=C/C2C(=O)NC(=S)NC2=O)sc2c1CCCC2	-5	3	3	0	1	6	0.8	12	-2
CC(=O)O[C@H]1C(=O)[C@@]2(C)C([C@H](OC(=O)c3ccccc3)[C@]3(O)C[C@H](O)C(C)=C1C3(C)C)[C@]1(OC(C)=O)CO[C@@H]1C[C@H]2O (stereo not given in full)	11	2	3	-11	1	-4	-0.7	10	3
COc1cccc(CN2CCN(Cc3cccc(F)c3)CC2)c1	-3	-5	23	2	0	3	-2.0	-3	-1
O=S(=O)(c1ccc(F)cc1)N1CCCCC1c1cccnc1 (stereo not given)	8	3	1	9	1	10	-0.6	-6	-1
CCCCCn1c(=O)c(C(=O)Nc2cccc(C)c2)c(O)c2ccccc21	2	-3	-9	-7	0	11	5.8	7	0
CC1(C)CC(n2[nH]c(=O)c3c2NC(=O)CSC3c2ccc(F)cc2)CCO1 (stereo not given)	4	-1	6	4	0	0	-1.0	7	-1
CSc1nc2ccccc2c(=O)n1-c1cccnc1	4	-4	-2	-4	1	9	-1.4	-14	-3
COc1ccc(CNCCc2ccc(Cl)cc2)c(OC)c1OC	3	-3	-22	-5	5	-6	20	-2	4
COCCCNP1(=O)OCC(C)([N+](=O)[O-])CO1 (stereo not given)	12	9	5	-19	1	11	0.2	6	-3
CCCCCCNc1nc(OC)nc(N2CC3CC(C2)c2cccc(=O)n2C3)n1 (stereo not given)	6	3	24	-11	1	5	0.1	4	-4
COC1=C(OC)[C@]23CCc4ccc(OC)c(OC)c4[C@]2(CCN3C)CC1=O	11	2	4	-7	1	16	9.5	14	-2
CN(C)c1nc(OCCNC(=O)COc2ccc(Cl)cc2Cl)nc(N2CCCCC2)n1	-1	10	-51	-11	0	-3	-3.8	13	0
COc1cc([C@@H]2c3cc4c(cc3[C@@H](OC)[C@H]3COC(=O)[C@H]23)OCO4)cc(OC)c1O	4	12	-1	-3	2	0	-1.0	8	5
CNC(=O)N(C)c1nnc(C(C)(C)C)s1	6	0	19	4	1	-6	-1.5	2	4
CN1CCN(Cc2ccc(OC(F)(F)F)cc2)CC1	1	3	12	5	1	-1	0.0	9	-1
C#CC[N+]1(C)C2CCC1CC(O)C2 (stereo not given)	0	8	-24	0	2	3	5.8	7	-8
CC(C)CN1CCN(Cc2c(F)cccc2Cl)CC1CCO (stereo not given)	6	2	5	1	1	0	-0.7	-1	-6
Cn1c(O)c(C=NCCCNC2CCCCC2)c(=O)n(C)c1=O	7	3	-10	-3	0	-4	-0.4	6	-2
NCCNc1ccc([N+](=O)[O-])c2cccnc12	1	4	2	1	2	3	-4.4	-4	-12
CC[C@H](C)[C@@H]1NC(=O)CNC(=O)c2csc(n2)[C@H](C(C)(C)O)OC(=O)C(C)(C)[C@H](CCCC(C)(Cl)Cl)OC(=O)c2csc1n2	11	6	.	-12	4	3	.	6	-1
Cn1c(=O)cc(SCC(=O)N2CCC3(CC2)OCCO3)c2ccc(Cl)cc21	-5	-4	2	7	2	-5	-1.6	5	-1
SMILES	M1 PAM	CHRM5 PAM	CRFBP-R2 block	CHRM4 antagonist	M4 ag	CHRM5 antagonist	CRFR2-BP ag	CHRM4 PAM	M5 ag
COc1cc2[nH]c(=O)n(-c3cccc(Cl)c3)c(=O)c2cc1OC	4	-4	4	2	0	7	-1.8	5	-3
CCOC(=O)C(O)(c1cn(C)c2ccccc12)C(F)(F)F (stereo not given)	7	-1	-24	24	0	3	3.0	-3	-7
CCc1cc(=O)oc2c(C)c(OCC(=O)N3C[C@H]4C[C@@H](C3)c3cccc(=O)n3C4)ccc12	1	3	-1	-7	1	0	-3.1	-2	-1
Clc1cc(Cl)cc(NC2=NCCS2)c1	0	2	-11	-3	1	-1	-1.1	-4	-3
CCCNC(=O)N1C2CCC1CC(O)(c1cccnc1)C2 (stereo not given)	-5	5	2	11	0	8	-0.4	-4	-2
CC(O)C1C=CC=CC(=O)OC2CC3OC4C5OC5(C)C(O)CC4(COC(=O)C(O)C(C)CCO1)C2(C)C31CO1 (stereo not given)	8	5	27	1	0	12	-2.7	4	-2
COCCNC(=O)c1c(NC(=O)c2ccco2)n(Cc2ccccc2)c2nc3ccccc3nc12	10	3	0	6	1	-5	4.1	-6	0
CC(Cc1ccccc1)NCCC(=O)NC(C)Cc1ccccc1 (stereo not given)	12	-4	-3	-9	4	4	1.8	-4	-4
C[C@H](O)[C@H]1CC[C@H]2[C@@H]3CCC4=CC(=O)CC[C@]4(C)[C@H]3CC[C@]12C	-2	-8	-11	-7	6	-1	2.7	2	2
CCNC(=S)NCCC1=c2ccccc2=N/C1=C\c1c(O)n(C)c(=O)n(C)c1=O	1	-3	12	6	1	1	1.5	-5	-2
Cc1nc2ccccc2c(=O)n1-c1cccnc1	-8	-1	-15	13	0	6	2.6	0	2
O=Cc1cn(Cc2ccccc2F)c2ccccc12	-14	-8	-26	9	7	5	0.8	-7	4
O=C(c1cccc(C(F)(F)F)c1)C1CCCN(Cc2ccccc2O)C1 (stereo not given)	-7	-1	-1	9	-1	3	-0.7	-13	-3
CCN1CCN(Cc2cc(Br)cc(Br)c2O)CC1	-17	-20	-7	10	1	-7	-0.2	-7	-13
CC1CCC(C(C)C)C(OC(=O)COC(=O)c2ccccc2N)C1 (stereo not given)	1	-5	6	-2	10	7	-0.1	-2	-5
NC(N)=Nc1ccc2[nH]c3c(c2c1)C[C@@]1(O)[C@H]2Cc4ccc(O)c5c4[C@@]1(CCN2CC1CC1)[C@H]3O5	-24	-6	23	7	0	6	-0.7	0	0
CCOC(=O)C(O)(c1ccc(NC(=O)c2ccc(Cl)c(Cl)c2)cc1)C(F)(F)F (stereo not given)	-8	-10	-15	5	0	9	2.5	-10	-9
Cc1ccc(S(=O)(=O)N(c2cc(Cl)c(O)c(Cl)c2)P(=O)(OC(C)C)OC(C)C)cc1	14	4	11	6	1	0	-2.6	3	1
CC1CCN(CC#CCOc2ccc(Cl)cc2)CC1	-21	-11	-5	14	1	7	0.2	-11	-2
CC(C)CCn1c(N)c(C(=O)OCC2CCCO2)c2nc3ccccc3nc21 (stereo not given)	-1	-15	-6	-1	9	8	0.1	-7	2
CN1C(=O)C(=Cc2cn(CC(=O)N3CCCC3)c3ccccc23)C(=O)N(C)C1=O	10	7	0	2	2	1	16	7	-3
COc1ccc(Cn2c(O)c(/C=N/NC(=O)c3ccccc3)c(=O)[nH]c2=O)cc1	9	-1	55*	5	-1	3	-0.5	1	-1
COc1ccc(S(=O)(=O)N2CC3CC(C2)c2cccc(=O)n2C3)cc1 (stereo not given)	2	1	-5	-6	1	4	-0.2	3	-5
COc1cccc(C2=NOC(C(=O)N3CCC4(CC3)OCCO4)C2)c1 (stereo not given)	2	-6	-8	4	1	-4	1.0	2	0
CC1CCCCC1NC1CCN(C)CC1 (stereo not given)	11	8	1	-15	1	-2	-0.3	1	-1
SMILES	M1 PAM	CHRM5 PAM	CRFBP-R2 block	CHRM4 antagonist	M4 ag	CHRM5 antagonist	CRFR2-BP ag	CHRM4 PAM	M5 ag
COc1ccc2[nH]cc(CCN)c2c1	-2	-1	-9	1	4	1	1.6	3	2
CCc1cc2c(s1)NC(=O)CN=C2c1cccs1	7	-2	-9	1	0	-5	1.0	2	-1
COc1cc2c(c(OC)c1OC)-c1ccc(C(=O)O)cc1[C@@H](NC(C)=O)CC2	11	4	3	-11	1	2	-1.2	5	3
O=C1NC(=O)N(c2ccc3c(c2)OCO3)C(=O)/C1=C/c1cccs1	3	5	-4	10	0	-10	0.0	-8	0
COC(=O)[C@]1(C)C[C@H]1[C@H](NP(=O)(c1ccccc1)c1ccccc1)c1ccccc1	2	1	1	-8	5	9	-0.3	3	2
COc1ccccc1N(CC(=O)NC1CCCC1)C(=O)c1cnn(C(C)C)c1	7	7	1	-8	0	-1	-0.4	1	-7
O=C1CC(=O)N(c2ccc(Cl)cc2)C(=O)N1	5	5	-9	-4	1	0	7.1	0	2
O=C(CN1CCCC1=O)N1CCOCC1	14	-6	-25	-3	0	0	2.7	10	-1
Cc1ccc(N2C(=O)NC(=O)/C(=C/c3ccc(-c4ccc(C(=O)O)c(Cl)c4)o3)C2=O)cc1	7	-1	-11	-13	1	-1	9.4	2	3
O=C(c1cc(-c2ccccc2)nc2ccccc12)N1CCC2(CC1)OCCO2	-13	-22	-16	14	13	15	-0.3	-13	6
CC(C)(C)n1cc(C(=O)c2ccccc2)cc1-c1ccccc1	-2	-2	29	4	0	7	-0.2	-1	-2
c1ccc(CC(NCc2ccco2)c2ccccc2)cc1 (stereo not given)	7	-3	15	4	-1	2	-6.0	-1	-3
CCC(=NC(C)c1ccccc1)c1c(O)[nH]c(=O)[nH]c1=O (stereo not given)	15	-8	-6	-4	3	10	0.8	-1	1
CCOP(=O)(CN(CC)CCNP(=O)(OCC)OCC)OCC	-2	-2	-4	-3	0	4	0.8	4	-2
CN(C)/C=C1/C(=O)NC(=O)N(CCNc2ncc(C(F)(F)F)cc2Cl)C1=O	13	-4	-12	0	1	12	0.4	6	0
COC(=O)CCCC(NC(=S)N1CC2C[C@@H](C1)Cn1c2cccc1=O)C(=O)OC (stereo not given in full)	6	3	-9	-5	0	2	4.8	-1	-1
CSc1nc(Cl)c(Br)c(N2CC2)n1	-2	2	-17	-3	0	-6	2.3	-2	2
COC(=O)C1=C(c2ccc(OCc3ccccc3)cc2)C[C@@H]2CC[C@H]1N2C(=O)NCCCc1ccccc1	1	11	9	0	4	-4	4.2	13	3
C/C(=N\N(C)c1ccccc1)c1c(O)[nH]c(=O)[nH]c1=O	18	10	3	-3	0	-5	-0.5	4	1
CN1CCN(C(=O)COc2ccc(S(=O)(=O)N(C)Cc3ccccc3)cc2)CC1	11	-1	21	5	3	1	-0.6	2	4
Cc1ccc(S(=O)(=O)N2CCCCC2)cc1NC(=O)CN1CC=C(c2ccccc2)CC1	-16	-12	23	-4	-1	16	0.4	-15	-5
COc1ccc(-c2ccc3c(c2)CN(C(=O)NC2CCCCC2)Cc2cnnn2-3)cc1	-2	-5	.	-13	-1	-3	.	-4	-5

Assay outcomes (PubChem)

This is a subset. The share of hits here may be higher or lower than overall.
